Screens as filed in PubChem.
Cneo AK release: Cryptococcus neoformans lysis via adenylate kinase release; actives 0.2% (n = 360,000); lysis activity, % at 15 µM; C. neoformans lysis, adenylate kinase release luminescence, 4 h; normalised: neutral wells 0, clomiphene wells 100; AID 651654;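 active = mean lysis activity across replicates of at least 80%, whatever share of replicates individually reach that level; inactive = mean lysis activity below 80%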
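Schedule: static 4 h at 37 °C with compound, 1 h detection; system: C. neoformans cells; benchmarks: Clomiphene as positive control; buffer or medium: fresh YPD medium; measure: luminescence rise reflecting yeast cell lysis; measured by: luminescent adenylate kinase detection reagent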
PglD DTNB: PglD (C. jejuni) enzyme inhibition; purified PglD enzyme, DTNB colorimetric CoA detection; inhibition, % at 12.5 µM; actives 0.098% (n = 360,000); in the data active = inhibition above about 16%, passing the limit was not always enough; also: strong numbers were not always called active
F508del corr: correctors of CFTR F508del function in bronchial epithelial cells | actives 0.36% (n = 350,000) | CFBE cells, YFP halide quenching; stimulated with forskolin plus potentiator P3; % fluorescence drop versus neutral controls | activity (quench increase), % at 7.58 µM;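 active = mean added fluorescence quench of at least 8% versus neutral control, with both replicates also reaching 8%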;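 also: cells transiently co-express mutant CFTR-F508del with the halide-sensitive YFP; corrector assay measuring rescue of mutant channel to the surface after 24 h compound exposure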
INS-1E GSIS act: primary screen for activators of insulin secretion dependent on glucose, INS-1E cells, GLuc reporter luminescence; activation, % at 16.6 µM; INS-1E GLuc reporter insulin secretion, 2-3 h; actives 0.61% (n = 370,000);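 active = lowest replicate activation of at least 40%, so every replicate reaches that level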;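 also: 0% = median of neutral control wells and 100% = median of IBMX positive control wells; some compounds called inactive have numbers as strong as hits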
miR-122 sensor: blocks miR-122 activity in Huh7 sensor cells | Huh7 miR-122 Renilla luciferase sensor, 48 h; neutral wells = 0, positive control = 100 | activation (reporter increase), % at 12.5 µM | actives 0.3% (n = 340,000);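 active = mean replicate activation score at least 90 and every replicate individually at or above 90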;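 also: higher luciferase means less miR-122 activity so hits act as miR-122 inhibitors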
FN deposit inh: fibronectin deposition inhibition. AID 743247. actives 0.086% (n = 350,000). AH1F fibroblasts, Alexa488-fibronectin deposition fluorescence, overnight. inhibition, % at 12.6 µM;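 active = mean inhibition across replicates of 30% or more, regardless of how many single replicates reach that level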;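 also: positive control wells lacked labelled fibronectin entirely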
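Test system: AH1F fibroblast monolayer depositing Alexa488-labelled fibronectin into matrix. Input: 10000 cells per well. Technique: fluorescence, ex 485 nm, em 525 nm. Buffer or medium: DMEM plus 2% serum, read in PBS. Timing: 1 h cell adhesion before compound, then overnight fibronectin incubation. Compound: single dose, pinned. Read-out basis: inhibition from reduced deposited-fibronectin fluorescence.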
Statin myotox sup: protects C2C12 myotubes from simvastatin toxicity. ATP luminescence, 48 h; scaled: DMSO 0, geranylgeraniol control 100. rescue of ATP level, % at 7.49 µM. actives 0.78% (n = 330,000);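 active = mean ATP rescue above about 67%, or every replicate alone reaching that limit, limit read from the data, passing the limit was not always enough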;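 also: myotubes were challenged with 10 µM simvastatin during compound exposure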
PGC1a acetyl inh: modulators of PGC1a acetylation. U2OS PGC1a acetylation, AlphaScreen anti-acetyl-lysine; with virally co-expressed GCN5 acetyltransferase. inhibition, % at 15.6 µM. actives 0.17% (n = 350,000);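 active = every replicate shows inhibition of at least 40%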;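 also: 0% = neutral control wells and 100% = positive control wells; some results beyond the cut were filed as inactive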
* marks the source's active call; other numbers are inactive results; . = no result given; [ ] = dose if it differs, or a comment.

SMILES	Cneo AK release	PglD DTNB	F508del corr	INS-1E GSIS act	miR-122 sensor	FN deposit inh	Statin myotox sup	PGC1a acetyl inh
COc1ccccc1CNC(=O)C1CCC(CNc2c(N3CCC(C)CC3)c(=O)c2=O)CC1 (stereo not given)	1.0	6.4	1.9	.	-0.9	0.3	.	2.7
CC(OC(=O)[C@@H]1CCCN1C(=O)c1cccs1)C(=O)Nc1cccc([N+](=O)[O-])c1 (stereo not given in full)	0.8	0.7	0.4	-4.7	-6.2	3.9	4.2	-4.3
O=C(NC1CC1)C1=C[C@@H](c2c[nH]c3ccccc23)C[C@@H](OCCCCO)O1	-1.8	-2.2	0.2	-10.3	-1.6	-1.8	-4.1	-10.8
CO[C@H]1CN(C)C(=O)c2cc(NC(=O)c3ccccc3)ccc2OC[C@@H](C)N(C(=O)C2CC2)C[C@@H]1C	49.1	-1.5	-1.3	7.5	22.3[16.7 µM]	4.5	4.3	10.1
COc1cccc(CNC(=O)COC(=O)/C(C#N)=C/c2ccc(N(C)C)cc2)c1	-0.6	-1.9	0.7	-27.8	.	-3.2	-1.2	.
N/C(Cn1nnc(-c2ccccc2)n1)=N\O	0.8	0.3	.	.	12.4	10.7	3.1	-8.8
C[C@@H]1CCCCO[C@@H](CN(C)Cc2ccncc2)[C@H](C)CN([C@@H](C)CO)C(=O)c2cc(NC(=O)Cc3ccccc3)ccc2O1	.	.	-0.9	-8.0	6.1[16.7 µM]	10.8	-14.6	9.8
O=C(CSc1nncc2ccccc12)Nc1ccccc1	.	.	2.6	13.6	3.5	9.6	-5.9	1.3
Cc1ccc2[nH]c(C)c(CCNC(=O)C3CCCCC3C(=O)OCC(F)(F)F)c2c1 (stereo not given)	4.5	1.2	.	-11.8	-9.6	5.8	.	.
CO[C@H]1CN(C)C(=O)c2ccc(NC(=O)C3CC3)cc2OC[C@H](C)N(C(=O)CN(C)C)C[C@H]1C	-1.2	-1.3	0.2	1.2	.	1.0	0.0	-2.9
CSc1ccc(NC(=O)N2CCC(C(=O)c3ccc(F)cc3)CC2)cc1	5.8	3.8	-0.4	-25.9	2.5	-11.5	-23.9	.
Cc1noc(C)c1NC(=O)N(C)C[C@H]1OCCCC[C@H](C)Oc2ccc(NC(=O)C3CCCCC3)cc2C(=O)N([C@@H](C)CO)C[C@@H]1C	3.2	1.7	0.8	3.9	-0.5[16.7 µM]	.	.	-1.0
O=S(=O)(NC(=NC1CCCC1)C(F)(F)F)c1ccccc1	1.3	6.3	.	.	-1.7	.	-14.0	-11.3
CC(C)C1C(=O)NC(=S)N1S(=O)(=O)c1ccc(C(C)(C)C)cc1 (stereo not given)	0.8	4.5	.	.	4.3	.	.	-8.8
O=C(COc1ccc(F)cc1)N1CCCCCCC1	-0.4	3.4	-1.2	1.3	-3.2	-5.9	4.1	.
Cc1sc2nc(SCC(=O)N3CCCCC3)[nH]c(=O)c2c1C	0.4	2.7	.	-0.3	-0.7	.	.	21.8
COc1ccccc1/C=C1/C(=O)N(c2ccc([N+](=O)[O-])cc2)N=C1C	2.2	-10.9	-3.2	-1.9	1.5	-5.8	-8.1	-8.7
O=C(Cc1ccc(NC(=O)C2CCCN(C(=O)CCc3ccccc3)C2)cc1)Nc1cccc(C(=O)N2CCCC2)c1 (stereo not given)	1.1	-2.4	5.1	-15.6	0.9	0.5	-12.1	-8.4
CC(C)C[C@H](NC(=O)c1nc[nH]c1C(=O)NCCCCCN)C(=O)OCc1ccccc1	-0.6	-2.3	-1.2	9.1	-2.8	-16.8	20.0	-5.8
Cc1ccccc1N1CC(C(=O)Nc2ccc(S(=O)(=O)N3CCOCC3)cc2)CC1=O (stereo not given)	1.1	-0.6	1.9	-2.7	-10.9	1.7	5.9	4.8
COc1cc(Cl)c(S(=O)(=O)n2cnc(C)c2)cc1Cl	-0.8	0.1	2.3	9.5	-5.0	.	-9.9	-1.5
CC(=O)Nc1ccc(S(=O)(=O)N2CCc3ccccc3C2CC(=O)O)cc1 (stereo not given)	-2.2	-7.0	-3.6	5.9	.	-0.5	26.0	.
CC(C)C(C(=O)NCC1CCCO1)N(C(=O)CNS(=O)(=O)c1ccc(F)cc1)C1CCCCC1 (stereo not given)	1.3	3.4	-0.5	-10.3	-2.1	10.1	-40.4	-0.6
O=C(Cc1ccc(-c2ccccc2)cc1)Nc1ncccc1O	1.6	-6.0	-0.7	13.5	.	.	.	.
O=C(C[C@H]1C[C@H]2c3cc(NS(=O)(=O)c4ccc(F)cc4)ccc3O[C@H]2[C@H](CO)O1)NCc1ccc(Cl)cc1	-0.4	0.7	-4.3	-24.5	5.9[16.7 µM]	-5.5	14.0	-8.6

Just PglD DTNB and Cneo AK release (2 entries from above):
mol | PglD DTNB | Cneo AK release
O=C(Cc1ccc(-c2ccccc2)cc1)Nc1ncccc1O | -6.0 | 1.6
O=S(=O)(NC(=NC1CCCC1)C(F)(F)F)c1ccccc1 | 6.3 | 1.3

Next section
SMILES	Cneo AK release	PglD DTNB	F508del corr	INS-1E GSIS act	miR-122 sensor	FN deposit inh	Statin myotox sup	PGC1a acetyl inh
CC(C)[C@H](Nc1ccc(C(F)(F)F)cc1[N+](=O)[O-])C(=O)O	1.4	-0.6	0.0	-13.8	-7.1	4.4	-3.3	-2.3
COc1ccc(CNC(=O)/C=C/[C@H]2O[C@@H](n3ccc(=O)[nH]c3=O)[C@H](O)[C@@H]2O)cc1	-2.4	-2.1	-4.2	.	-0.2	-1.7	-6.5	9.4
CN1CCN(C(=O)c2ccccc2NC(=O)c2cccs2)CC1	1.4	-9.7	.	.	-8.4	.	-14.3	0.2
CN(Cc1ccccc1O)CC1CCCN(CCc2ccc(Cl)cc2)C1 (stereo not given)	8.9	-0.6	-1.2	-12.6	20.3	4.4	-10.4	.
Cc1noc(C)c1S(=O)(=O)Nc1ccc2c(c1)C(=O)N([C@H](C)CO)C[C@H](C)[C@@H](CN(C)Cc1ccc(-c3ccccc3)cc1)O2	-1.6	3.4	-4.0	-33.5	0.0[16.7 µM]	.	.	6.2
O=C(NCc1cccs1)c1cnc(Cl)c(Cl)c1	.	.	0.1	-8.1	.	-8.2	.	7.9
CNC(=O)C[C@@H]1CC[C@@H]2[C@H](COC[C@H](O)CN2C(=O)Nc2ccc(Cl)c(Cl)c2)O1	-2.2	9.2	-1.0	-37.8	3.6[16.7 µM]	-2.2	1.4	3.0
C[C@H]1CN([C@@H](C)CO)S(=O)(=O)c2ccc(C#Cc3ccc(F)cc3)cc2O[C@H]1CN(C)S(=O)(=O)c1ccc(F)cc1	1.3	-2.2	3.1	-2.1	-3.8[16.7 µM]	-7.7	32.9	-4.2
CCn1cc(C(=O)O)c(=O)c2cc(F)c(N3CCN(C(=S)NC(=O)c4c(OC)cccc4OC)CC3)cc21	4.8	-1.2	2.1	-11.2	0.1	-0.2	27.7	4.0
Cc1ccc(C)c(Oc2coc3cc(OC(=O)c4cccs4)ccc3c2=O)c1	-1.9	-5.9	.	.	4.9	.	25.4	6.9
CCn1c(SCC(=O)Nc2nnc(C)s2)nnc1-c1ccco1	0.9	-1.9	0.4	1.6	2.8	.	16.0	1.4
CNC(=O)C[C@H]1CC[C@@H]2[C@@H](COc3ccc(NC(=O)NC(C)C)cc3C(=O)N2C)O1	-0.1	0.0	-1.8	0.8	-16.7[16.7 µM]	-9.9	-19.9	2.9
NC(=O)[C@@H]1CCOc2c(I)cc([N+](=O)[O-])cc2C(=O)N[C@@H](CO)C(=O)NCC(=O)N1	6.9	-4.4	1.7	4.5	0.3	-1.6	7.2	-26.3
COc1ccc2cc3cc(C(=O)Nc4cc(OC)c(OC)c(OC)c4)oc3nc2c1	6.9	-3.2	.	.	-7.9	3.3	.	2.0
CCc1nc2c(=O)[nH]cnc2o1	2.0	-5.0	-0.2	8.1	-12.3	-9.8	13.1	0.4
O=C1COc2ccc(C(=O)c3ccccc3C(=O)NCc3ccccc3)cc2N1	6.1	-3.2	.	.	-10.3	.	.	-5.8
CC(=O)N1c2ccc(S(=O)(=O)N3CCCCC3)cc2CC1C(=O)Nc1ccccc1C(F)(F)F (stereo not given)	.	.	-1.2	3.5	-2.3	14.2	-12.3	-6.4
COc1ccc(-c2noc(CNC(=O)c3ccc4c(c3)OCO4)n2)cc1OC	-1.2	1.0	0.2	-2.7	0.3	3.8	4.8	.
CN(Cc1ccccc1)C(=O)c1nc[nH]c1C(=O)N(C)Cc1ccccc1	-3.2	1.6	-1.1	8.0	1.3	-7.7	-3.3	-1.9
CC(C)NC(=O)Nc1ccc2c(c1)C(=O)N([C@H](C)CO)C[C@H](C)[C@H](CN(C)C(=O)Nc1ccccc1)O2	1.3	-0.3	2.4	-0.7	-7.8[16.7 µM]	.	2.8	13.5
COc1ccc(-n2nc([N+](=O)[O-])c(=NCc3cccnc3)n2O)cc1	-0.9	-1.3	-0.5	.	-0.1	-8.9	5.8	-10.2
C[C@@H]1CCCCO[C@@H](CN(C)C(=O)c2ccncc2)[C@@H](C)CN([C@@H](C)CO)C(=O)c2cc(NS(=O)(=O)c3cn(C)cn3)ccc2O1	-1.7	3.9	0.0	56.4	7.2[16.7 µM]	.	.	7.4
Cc1cc(Cl)ccc1OCC(=O)OCC(=O)NC1CCCC1	0.0	-6.1	0.5	.	-9.9	-3.4	-4.1	3.2
O=Nc1ccc(NO)c2ccccc12	5.6	0.5	-1.8	-9.2	11.1	7.2	-25.4	9.7
O=c1[nH]c(-c2cccnc2)nc2ccccc12	-1.3	-1.1	.	.	-0.1	-3.2	-13.6	16.5
CO[C@@H]1CN(C)C(=O)c2ccc(NC(=O)c3ccccc3F)cc2OC[C@H](C)NC[C@H]1C	-1.5	-1.6	1.7	14.3	0.6[16.7 µM]	-2.5	0.7	8.2
O=C(Nc1n[nH]c(C2CCCCC2)n1)C1CCCCC1	2.4	-6.8	-0.8	10.8	2.1	.	1.6	.
COc1cccc(NC(=O)CN(C)C(=O)CN2C(=O)NC(C)(c3ccc4ccccc4c3)C2=O)c1 (stereo not given)	1.5	2.6	4.0	-30.1	.	7.5	.	.
CSCCC(NS(=O)(=O)c1ccccc1F)C(=O)NCC(C)(C)N1CCOCC1 (stereo not given)	2.2	-2.1	-1.7	16.4	-0.9	-17.9	-5.5	0.0

Molecules from the list above that contain a CF3 group (four):
SMILES	Cneo AK release	PglD DTNB	F508del corr	INS-1E GSIS act	miR-122 sensor	FN deposit inh	Statin myotox sup	PGC1a acetyl inh
Cc1ccc2[nH]c(C)c(CCNC(=O)C3CCCCC3C(=O)OCC(F)(F)F)c2c1 (stereo not given)	4.5	1.2	.	-11.8	-9.6	5.8	.	.
O=S(=O)(NC(=NC1CCCC1)C(F)(F)F)c1ccccc1	1.3	6.3	.	.	-1.7	.	-14.0	-11.3
CC(C)[C@H](Nc1ccc(C(F)(F)F)cc1[N+](=O)[O-])C(=O)O	1.4	-0.6	0.0	-13.8	-7.1	4.4	-3.3	-2.3
CC(=O)N1c2ccc(S(=O)(=O)N3CCCCC3)cc2CC1C(=O)Nc1ccccc1C(F)(F)F (stereo not given)	.	.	-1.2	3.5	-2.3	14.2	-12.3	-6.4

No enrichment for hits; any-hit rate near 2.1%.
